CendR NRP1 mod: alters CendR peptide binding to human NRP-1 | inhibition, % at 25 µM | O14786 | FAM-RPARPAR peptide binding to NRP-1, fluorescence polarization | AID 602438 | actives 0.85% (n = 360,000);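 active = inhibition or corrected inhibition above about 18%, plus a signal ratio from 0.5 to 1.5, limit read from the data, passing the limit was not always enough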; note: strong numbers were not always called active
Target sequence (O14786 whole entry, looked up): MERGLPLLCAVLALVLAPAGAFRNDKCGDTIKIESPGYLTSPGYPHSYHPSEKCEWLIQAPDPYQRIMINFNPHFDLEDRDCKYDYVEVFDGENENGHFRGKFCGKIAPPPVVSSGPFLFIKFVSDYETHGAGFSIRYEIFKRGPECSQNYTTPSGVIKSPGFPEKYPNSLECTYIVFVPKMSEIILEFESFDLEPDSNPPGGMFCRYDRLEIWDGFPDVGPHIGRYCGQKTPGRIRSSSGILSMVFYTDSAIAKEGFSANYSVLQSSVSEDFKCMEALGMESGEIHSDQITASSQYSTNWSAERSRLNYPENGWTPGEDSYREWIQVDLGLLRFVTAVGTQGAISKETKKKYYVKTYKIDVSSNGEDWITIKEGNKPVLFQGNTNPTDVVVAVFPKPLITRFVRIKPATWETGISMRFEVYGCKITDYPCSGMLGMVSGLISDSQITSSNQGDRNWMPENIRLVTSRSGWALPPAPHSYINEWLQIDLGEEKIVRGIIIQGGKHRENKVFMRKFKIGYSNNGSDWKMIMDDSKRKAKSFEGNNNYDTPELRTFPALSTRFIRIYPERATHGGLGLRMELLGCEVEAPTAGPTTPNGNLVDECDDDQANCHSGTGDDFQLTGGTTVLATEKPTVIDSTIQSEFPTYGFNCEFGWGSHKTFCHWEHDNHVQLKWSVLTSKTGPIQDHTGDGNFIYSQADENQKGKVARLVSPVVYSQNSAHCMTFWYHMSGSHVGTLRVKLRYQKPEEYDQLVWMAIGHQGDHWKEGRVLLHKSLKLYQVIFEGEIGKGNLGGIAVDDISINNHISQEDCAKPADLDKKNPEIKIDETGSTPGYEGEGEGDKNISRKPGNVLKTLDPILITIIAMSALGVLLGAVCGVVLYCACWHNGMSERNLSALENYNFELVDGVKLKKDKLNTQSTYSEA
MsrA inhibitor: inhibits bovine methionine sulfoxide reductase A; actives 0.75% (n = 360,000); purified bovine MsrA, absorbance read-out; inhibition, % at 15.5 µM; in the data active = inhibition above about 4.5%;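 note: 0% = vehicle wells with enzyme and 100% = reference inhibitor wells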
MT1-MMP act inh: blocks activation of human MT1-MMP; HT1080 RFP-PRO-GFP cells, GFP/RFP ratio fluorescence, overnight; percent of plate control window, DMSO zero; actives 0.061% (n = 360,000); GFP/RFP ratio change, % at 20 µM; AID 651647;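 active = GFP/RFP ratio change of at least 30% with cell ATP level not reduced by more than half and red fluorescence within 50% of control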; note: strong numbers were not always called active
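Assay system: HT1080 RFP-PRO-GFP cells | Dosing: 20 µM single dose, 1% DMSO | Incubation: Cells overnight before dosing, compound overnight, 37 °C, 5% CO2 | Evaluation: GFP/RFP fluorescence ratio | Control set: DMSO-only wells and HT1080 RFP-L50D-GFP cell wells as references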
SKN-1 inh: C. elegans SKN-1 inhibition. inhibition, % at 21.8 µM. C. elegans VP596 Pgst-4::GFP/RFP ratio, acrylamide-induced, 24 h. actives 0.49% (n = 360,000);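 active = interference check ratio from 0.5 to 1.5 plus GFP to RFP signal ratio inhibition reaching or exceeding a fixed threshold, cut at about 30% in these data, passing the limit was not always enough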; note: some compounds called inactive have numbers as strong as hits
E coli Lon inh: inhibitors of E. coli Lon protease | P0A9M0 | purified E. coli Lon protease, fluorescence polarization | inhibition, % at 7.94 µM | actives 0.42% (n = 360,000); in the data active = inhibition above about 13%, passing the limit was not always enough;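 note: 0% = enzyme with probe and DMSO and 100% = no enzyme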
MLLE-PAM2 inh: inhibitors of microRNA-mediated deadenylation, human PABP1 MLLE binding | P11940 | GST-MLLE / FITC-PAM2 fluorescence polarization | inhibition, % at 20 µM | actives 0.36% (n = 360,000) | AID 588489; in the data active = inhibition above about 35%, passing the limit was not always enough;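 note: plate controls were DMSO wells with GST-MLLE for no effect and wells lacking GST-MLLE protein for full effect; some results filed as inactive read as strong as hits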
FAS-TE inh: blocks the thioesterase domain of human fatty acid synthase; actives 0.67% (n = 360,000); inhibition, % at 15 µM; P49327; recombinant FAS-TE, OMFH fluorogenic substrate, fluorescence endpoint;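 active = compounds whose normalised, plate-corrected inhibition of enzyme fluorescence in the single-dose primary screen is 50% or more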;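 note: 0% = DMSO with enzyme and 100% = substrate without enzyme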
MsrA act: bovine methionine sulfoxide reductase A activation | purified bovine MsrA, absorbance read-out | activation, % at 10.6 µM | actives 0.3% (n = 360,000); in the data active = activation above about 7.5%;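 note: 0% = vehicle and 100% = reference activator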
Tb MetRS inh: Trypanosoma brucei MetRS inhibition | AID 624268 | inhibition, % at 11.9 µM | purified T. brucei MetRS, ATP depletion, Kinase-Glo luminescence | actives 0.4% (n = 360,000);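 active = inhibition above a per-plate cutoff of the control wells' mean inhibition plus 3 SD, cut at about 5.5% in these data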;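 note: 0% = DMSO wells median and 100% = median of wells with control inhibitor compound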
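Material – parasite MetRS enzyme · Medium – HEPES-MgCl2-KCl buffer plus DTT, spermine, BSA, pyrophosphatase · Reagent – ATP, methionine and E. coli bulk tRNA substrates · Times – 15 min enzyme-compound preincubation, 2 h reaction, 10 min detection, 25 °C · Measured by – luminescence of leftover ATP · Evaluation – percent inhibition relative to median high and low control wells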
* hit, by the source's call; nt = no result given.

Results follow in this order: CendR NRP1 mod	MsrA inhibitor	MT1-MMP act inh	SKN-1 inh	E coli Lon inh	MLLE-PAM2 inh	FAS-TE inh	MsrA act	Tb MetRS inh
- OCCN1CCN(CC(O)COc2ccc(C34CC5CC(CC(C5)C3)C4)cc2)CC1 (stereo not given)
 : 3	-2.6	-5	6	-3	-7	6	2	0.6
- CCOc1ccc2[nH]cc(C(=O)N3CCN(CC)CC3)c(=O)c2c1
 : 5	1.0	0	19	-5	9	-7	-1	0.2
- Cc1ccc(CNc2ncnc3cc(Cl)ccc23)o1
 : -4	1.1	1	7	-4	-8	-3	-6	2.5
- COc1ccc(C2C(C#N)=C(C)NC(C)=C2C#N)c(OC)c1
 : -3	-0.6	-1	0	1	8	-1	-5	0.4
- COC(=O)CNC(=O)C1CCC(CNS(=O)(=O)c2cccc3nsnc23)CC1 (stereo not given)
 : 5	0.1	0	15	-16	-1	-2	-3	-0.2
- COC(=O)/C=C1\S/C(=N/NC(=O)c2ccc(OC)cc2)NC1=O
 : 1	0.9	-4	-1	-7	6	0	-2	0.6
- O=C(Cc1cccs1)Nc1nnc(SCc2ccc(Br)cc2)s1
 : -5	0.4	0	-9	-15	-11	-5	-4	0.1
- CCCCC(=O)NC(=S)Nc1cccc(NC(=O)c2ccccc2)c1
 : 10	-0.9	0	-9	4	28	10	-8	-0.5
- CC(=O)c1cc(C(=O)NC2CCCc3c2cnn3-c2cc(C)cc(C)c2)[nH]n1 (stereo not given)
 : -6	-0.5	-3	-8	-3	-24	-4	-5	-0.2
- COC(=O)[C@H](Cc1ccccc1)NC(=O)NCCc1ccccc1F
 : -11	-0.4	0	7	-1	0	-6	-2	-0.5
- O=C(C1CCN(Cc2cn[nH]c2-c2ccc(F)cc2F)CC1)N1CCOCC1
 : -3	1.5	3	-7	5	0	-2	0	1.5
- CSCCC(=O)N1CCC(n2nccc2NC(=O)c2ccc3c(c2)OCO3)CC1
 : -2	0.8	-2	22	0	5	-7	-2	-0.2
- COc1ccc(/C=N/NC(=O)C(=O)N2CCCCCC2)cc1O
 : -14	2.3	0	6	-4	-12	-2	-2	-0.4
- CCc1nonc1NC(=O)c1oc2ccc(Cl)cc2c1C
 : 13	-0.6	3	10	5	9	-6	-3	0.4
- CC(C)(C)c1ccccc1NC(=O)C1=COCCO1
 : -2	0.2	4	-3	13	5	-5	-5	-0.1
- COc1ccc(Cc2c(O)nc(SC)n(C(C)=O)c2=O)cc1
 : 4	-0.4	4	10	-4	-1	-5	2	-0.3
- CC(C)Cc1ccc(C(C)CC2=CCC(CN(C)C)C2=O)cc1 (stereo not given)
 : 9	0.2	0	-5	-7	-2	-2	-2	-0.5
- Cc1ccc(/C(N)=N/OC(=O)Cc2cccc3ccccc23)cc1
 : 9	-1.4	0	-18	6	8	11	-9	-1.8
- COc1ccc(CNC(=O)CN2C(=O)NC(C)(c3ccc(C(C)(C)C)cc3)C2=O)cc1 (stereo not given)
 : -1	0.2	0	1	5	6	16	-3	-0.8
- Cc1csc(SCC(=O)Nc2ccc(Cl)cn2)n1
 : 0	-1.3	-2	12	-5	5	-3	-2	-0.3
- COc1cc(Nc2nc(SCC#N)nc3ccccc23)cc(OC)c1OC
 : 0	-0.3	-2	-2	8	-2	-7	-1	-0.3
- CC(=O)c1ccc(N2CCN(C(=O)C3CCN(S(=O)(=O)Cc4ccccc4)CC3)CC2)cc1
 : 22	1.7	6	-1	12	-2	-4	0	0.3
- Cc1cnc(C(=O)OCC(=O)Nc2ccc(Oc3ccccc3)cc2)cn1
 : 0	-0.3	2	-8	-10	-11	-2	4	0.2
- OC(c1ccc2ccccc2n1)c1c(Cl)cccc1Cl (stereo not given)
 : 4	1.0	nt	3	15	17	9	-13	-0.4
- CCN(CC)CCN(C(=O)c1ccc2c(c1)OCCO2)c1nc2cc3c(cc2s1)OCO3
 : -4	0.6	-3	10	-7	-11	18	-4	-0.1
- O=C(CC(C(=O)O)C1CCCO1)Nc1cccc(C(F)(F)F)c1 (stereo not given)
 : 0	0.9	0	-6	-5	-8	-10	-1	-0.5
- O=C(/C=C/c1ccc2c(c1)S(=O)(=O)N(Cc1ccccc1)[C@H]2CC(=O)N1CCOCC1)N1CCOCC1
 : -6	-0.3	nt	1	12	5	-8	-12	0.2
- CCC1Sc2ccc(S(=O)(=O)Nc3ccc(OC)c(OC)c3)cc2NC1=O (stereo not given)
 : 11	-1.2	4	-12	-1	-5	5	-4	-0.1
- O=C(NCCN1CCOCC1)c1ccc(Cl)c(S(=O)(=O)NCc2ccccc2)c1
 : -3	1.4	nt	-12	-7	7	-8	-12	-0.5
- CN(Cc1ccco1)C(=O)c1ccc(S(=O)(=O)N2CCCCCC2)cc1
 : 9	0.5	0	1	4	-9	0	-7	-0.4
- CCOC(=O)N1CCN(c2c(-c3ccccc3)c3cc(Cl)ccc3[nH]c2=O)CC1
 : 9	0.2	2	-7	5	1	3	-12	-1.0
- Oc1ccc(C[C@@H]2CNC(=S)N2CCCCC2CCCCC2)cc1
 : 0	-0.7	4	8	-8	-79	9	-3	0.3
- CCCNC(=O)C(=O)c1cccn1-c1ccsc1C(=O)OC
 : -1	1.1	-1	14	-8	-5	-8	-8	0.3
- Nc1ccc2oc(-c3cccs3)nc2c1
 : 3	2.8	2	8	1	-13	-7	-4	0.4
- O=C(Cc1ccc(Cl)cc1Cl)OCC(=O)N1CCN(C(=O)c2ccco2)CC1
 : 10	0.6	4	-9	-10	-1	-7	-3	0.4
- COC(=O)Cc1csc(Nc2ccccc2Cl)n1
 : 17	-1.0	-1	9	-14	-28	-4	-3	-0.1
- COCCSc1nnc(NC(=O)CCS(=O)(=O)c2ccccc2)s1
 : 7	1.1	6	9	-3	-7	-1	-1	-0.1
- S=c1[nH]c2ccccc2c2ccccc12
 : 4	1.8	-1	11	0	21	-1	-1	-0.2
- COc1cc(C2N(c3ccccn3)C(=O)C3CCCN32)cc(OC)c1OC (stereo not given)
 : 4	0.0	1	-1	-14	-8	-5	-4	-0.1
- COc1ccccc1Oc1ncnc2c1oc1ccccc12
 : 1	0.9	-3	5	-11	-4	2	-1	0.1
- Cc1n[nH]c(=S)n1/N=C/c1ccc(Br)o1
 : 1	-0.2	-2	-5	3	-32	-9	4	0.0
- COC(=O)c1sc(S(=O)(=O)NCc2cccs2)c(C(=O)OC)c1C
 : 6	0.4	2	-6	-6	11	8	-5	-0.1
- COC(=O)[C@@]1(Cc2ccc(F)cc2)[C@H]2c3cc(C(=O)N(C)C)n(CCc4ccc(OC)c(Br)c4)c3C[C@H]2CN1C(=O)c1ccccc1
 : -3	0.3	-27	1	-3	-12	81*	-3	-0.2
- COc1ccccc1NC1=C(NC(C)=O)C(=O)c2ccccc2C1=O
 : 10	-0.7	-15	17	0	22	9	-2	-0.1
- CCc1nc2ccccc2c(C(=O)OCC(=O)NC2CC2)c1C
 : 5	-0.4	-3	4	-4	-5	-7	-1	-0.2
- CC(=NNC(=S)SCc1ccccc1)c1ccccn1
 : 14	0.1	0	0	-26	20	9	-1	-0.3
- Cc1c(C(=O)NCC2CCCO2)oc2ccc(S(=O)(=O)N3CCCCC3)cc12 (stereo not given)
 : 14	-0.3	0	-5	-6	-17	-7	-2	-0.5
- CCOC(=O)C1=C(O)/C(=C/c2cc(OC)c(O)c(OC)c2)SC1=Nc1ccc(OC)cc1
 : -79	-1.8	-20	0	-42	-53	1	-5	-0.8
- Cc1ccc(NC(=O)c2cc(C(=O)Nc3ccc(C)cc3)n(C)n2)cc1
 : -4	-1.4	-3	2	5	-16	0	-2	0.5
- COc1ccc(-n2cc(C#N)c(=O)n(Cc3ccc(F)cc3)c2=O)cc1
 : 7	-0.2	1	3	-6	10	27	-4	0.0

Continued.
Results follow in this order: CendR NRP1 mod	MsrA inhibitor	MT1-MMP act inh	SKN-1 inh	E coli Lon inh	MLLE-PAM2 inh	FAS-TE inh	MsrA act	Tb MetRS inh
- CCCNc1c(NS(=O)(=O)c2ccc(C3CCCCC3)cc2)c(=O)oc2ccccc12
 : -8	nt	3	6	-2	-1	3	-4	0.1
- O=C(Nc1cc(=O)[nH]c2ncnn12)c1ccccc1Cl
 : -31	0.5	-11	-16	-11	-12	-9	-10	-1.1
- COc1ccc(Cl)cc1NC(=O)CN(C)C(=O)CCSc1ccc(C)cc1
 : 1	0.0	2	9	-4	-2	39	-2	-0.1
- CC1Cc2ccccc2N1C(=O)CSc1nnc(CSc2ncccn2)n1C (stereo not given)
 : 9	-1.1	0	-12	-3	0	-4	-4	0.3
- O=C(CCN1C(=O)C2CC=C(Cl)CC2C1=O)N1CCCCC1 (stereo not given)
 : 7	-0.3	-13	0	29*	32	-12	-4	-0.3
- COc1ccc(Nc2nc(-c3ccncc3)nc3ccccc23)cc1
 : 7	1.0	-11	11	-6	-15	5	-3	0.2
- Cn1c2ccc(F)cc2c2ncn(CCN3CCOCC3)c(=O)c21
 : 8	0.7	10	8	-5	7	-7	-2	1.3
- Cc1ccc(NC(=O)/C=C2\NC(=O)CS2)cc1
 : 10	1.0	2	3	9	-5	-6	-3	0.0
- CCCOc1ccc(F)cc1-c1cc(C(=O)Nc2ccc(OC)nc2)[nH]n1
 : -13	nt	-1	9	2	-1	15	-10	-0.5
- CC(C)(CCC(=S)N1CCOCC1)C1CCCCC1
 : 7	0.7	-2	-13	7	42*	16	-3	-0.3
- CC(=O)N[C@H]1[C@H](OC2CCCCC2)O[C@H](COC(C)=O)[C@@H](OC(C)=O)[C@@H]1OC(C)=O
 : 8	-0.8	-3	13	-1	2	-4	-3	-1.2
- CN(C)S(=O)(=O)c1ccc(C(=O)Nc2nnc(-c3ccc4c(c3)CCCC4)o2)cc1
 : -5	-0.3	-3	13	-5	-4	8	-2	-0.7
- COc1ccc(C2C(C#N)=C(N)OC3=C2C(=O)CC(C)(C)C3)cc1OC (stereo not given)
 : 2	1.2	5	4	-8	-8	-5	-3	-0.8
- COc1ccccc1CNC(=O)Cn1cc([N+](=O)[O-])ccc1=O
 : 2	1.2	-1	15	7	10	9	-4	-0.5
- Cc1ccc(S(=O)(=O)N2[C@@H](c3ccc(Cl)cc3)C(C(=O)O)=CC[C@H]2c2cccc(Cl)c2)cc1
 : 1	0.1	-2	-3	-1	-6	8	-1	0.3
- COc1ccc(CCNC(=O)C2CCN(C(=O)N(C)C)CC2)cc1OC
 : -5	0.4	-1	-7	-17	3	-5	-1	-0.8
- COc1ccc(-c2cnc3nc(/N=C/N(C)C)nn3c2/N=C/N(C)C)cc1
 : -3	2.2	-1	-4	-4	4	-3	-8	-1.1
- O=S(=O)(c1cccs1)N1CN(Cc2ccco2)c2nc3ccccc3nc21
 : -35	3.7	-16	11	10	-13	4	-3	-0.1
- Cc1ccc(C(=O)Nc2ccccc2C(=O)N2CCN(c3ccccc3)CC2)cc1
 : 7	1.9	-2	-9	-2	4	5	-4	-0.3
- Cc1cc(C)nc(NC(=O)CN2C(=O)c3ccccc3C2=O)n1
 : -5	-0.3	-2	5	-8	-4	-9	-8	-1.1
- COc1cc(C)ccc1OCc1cc(C(=O)NC2CCOCC2)no1
 : -6	-1.7	1	8	-7	-1	-9	-3	0.7

Source: PubChem BioAssay (several laboratories)
